# Mtb FBA inh – Mtb fructose-bisphosphate aldolase inhibition. purified M. tuberculosis FBA, fluorescence read-out. inhibition, % at 1 µM. hit rate 2.3% among 360,000; in the data active = inhibition above about 27%;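 note: 0% = vehicle and 100% = reference inhibitor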
# Target sequence (P9WQA3 whole entry, looked up): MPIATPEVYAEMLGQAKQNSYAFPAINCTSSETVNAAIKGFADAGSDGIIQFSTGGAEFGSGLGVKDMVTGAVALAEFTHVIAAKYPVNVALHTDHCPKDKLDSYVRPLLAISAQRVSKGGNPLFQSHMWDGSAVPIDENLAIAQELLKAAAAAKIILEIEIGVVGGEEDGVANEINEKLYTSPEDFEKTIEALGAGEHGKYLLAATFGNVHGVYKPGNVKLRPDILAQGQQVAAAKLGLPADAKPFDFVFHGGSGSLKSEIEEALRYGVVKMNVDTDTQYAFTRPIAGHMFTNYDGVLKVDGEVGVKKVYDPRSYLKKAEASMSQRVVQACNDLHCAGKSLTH
# TcdB inh – inhibitors of Clostridioides difficile toxin B glycohydrolase; hit rate 0.24% among 350,000; TcdB glycohydrolase enzymatic assay, plate reader; P18177; inhibition, % at 9.99 µM; in the data active = inhibition above about 10%
# Vc quorum ag – inducers of Vibrio cholerae quorum light production without autoinducers | activation, % at 18.7 µM | hit rate 0.16% among 350,000 | AID 588436 | V. cholerae BH1578 lux reporter, luminescence, 6 h; in the data active = activation mostly above about 9.7%, no sharp cut-off; note: not every result past the cut was called active; inactives centre near 0; reference of the scale not given here
# Mtb BioA inh – inhibitors of Mycobacterium tuberculosis BioA enzyme; purified M. tuberculosis BioA enzyme, plate reader; inhibition, % at 9.99 µM; hit rate 0.096% among 360,000; AID 602481; in the data active = inhibition above about 40%
# Yp Topo-I inh – inhibitors of Yersinia pestis topoisomerase I | AID 504884 | hit rate 0.064% among 360,000 | Y. pestis Topo-I cleavage product accumulation, plate reader | activity, % at 10 µM; in the data active = activity above about 50%, passing the limit was not always enough; note: inactives centre near 2
# FadD28 binding – inhibitors of Mycobacterium tuberculosis FadD28 bisubstrate binding. FadD28 bisubstrate probe binding, fluorescence polarization. inhibition, % at 12.5 µM. hit rate 0.22% among 360,000; in the data active = inhibition above about 8.5%, passing the limit was not always enough
# PfHsp40 rescue – compounds rescuing yeast from Plasmodium falciparum HSP40 toxicity. S. cerevisiae expressing PfHsp40, growth rescue, ATP luminescence. growth rescue, % at 12.5 µM. hit rate 0.68% among 340,000. AID 504582; in the data active = growth rescue above about 28%, passing the limit was not always enough;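 note: yeast W303a lacking pdr1 and pdr3 grown in galactose medium; growth measured after three days at 30 °C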
# GDH-TPI counter – counter-screen for M. tuberculosis FBA inhibitors: GDH-TPI coupled enzymes. GDH-TPI coupled enzyme counterscreen, NADH absorbance. inhibition, % at 4.8 µM. hit rate 1.2% among 360,000. AID 588335; in the data active = inhibition above about 30%;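 note: 0% = DMSO wells and 100% = wells lacking the enzyme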
# UGM FP inh – Mtb UDP-galactopyranose mutase inhibition. hit rate 0.06% among 320,000. purified UGM, fluorescence polarization probe displacement. AID 504406. P9WIQ1. inhibition, % at 10 µM; in the data active = inhibition above about 10%, passing the limit was not always enough
# Numbers without * were called inactive; i = inactive; · = not tested or not shown.
# Sample of the layout (three entries):
SMILES,Mtb FBA inh,TcdB inh,Vc quorum ag,Mtb BioA inh,Yp Topo-I inh,FadD28 binding,PfHsp40 rescue,GDH-TPI counter,UGM FP inh
N#Cc1ccccc1Cn1c(=O)n(CCC(=O)NCc2ccco2)c(=O)c2ccccc21,0.6,·,-0.4,-1.2,4.0,-0.4,-1.0,3.3,-0.6
CCc1cccc(NC(=O)CCCN2C(=O)NC(C)(C)C2=O)c1,0.9,2.0,1.3,2.4,-6.9,-3.6,-1.6,5.6,-1.5
[O-][n+]1ccc(OCc2ccccc2)cc1,0.3,-0.3,0.5,·,2.6,0.7,-0.3,-1.9,-0.5

# This part in full (from the top)
SMILES,Mtb FBA inh,TcdB inh,Vc quorum ag,Mtb BioA inh,Yp Topo-I inh,FadD28 binding,PfHsp40 rescue,GDH-TPI counter,UGM FP inh
N#Cc1ccccc1Cn1c(=O)n(CCC(=O)NCc2ccco2)c(=O)c2ccccc21,0.6,·,-0.4,-1.2,4.0,-0.4,-1.0,3.3,-0.6
CCc1cccc(NC(=O)CCCN2C(=O)NC(C)(C)C2=O)c1,0.9,2.0,1.3,2.4,-6.9,-3.6,-1.6,5.6,-1.5
[O-][n+]1ccc(OCc2ccccc2)cc1,0.3,-0.3,0.5,·,2.6,0.7,-0.3,-1.9,-0.5
CC1=C(C(=O)OC2CCCCC2)C(c2ccco2)C2=C(CC(C)(C)CC2=O)N1 (centres undefined),2.2,·,-0.4,-4.4,17.7,-4.8,-0.8,0.0,-0.9
CN1CCc2c(C#N)c(N3CCOCC3)nc(NCC3CCCO3)c2C1 (centres undefined),21.8,-0.1,0.5,0.4,-11.4,-0.3,·,17.0,-1.3
Cc1ccc(S(=O)(=O)NCC(c2cccnc2)N2CCOCC2)cc1 (centres undefined),1.4,-0.2,-0.6,-2.1,1.1,-1.4,0.8,-4.7,-2.9
C[C@H](CO)N1C[C@H](C)[C@@H](CN(C)S(=O)(=O)c2cccs2)Oc2ccc(NS(=O)(=O)c3ccccc3)cc2CC1=O,1.0,-0.9,6.2,-0.5,14.5,-4.3,-1.3,3.6,-3.1
Cc1nc(-c2ccccc2)sc1C1(C)CC(c2c(Cl)cccc2Cl)=NO1 (centres undefined),5.2,-0.9,i,-0.2,8.4,-2.2,0.0,4.0,2.5
O=C(Nc1ccc(Cl)cc1)C1C2C=CC3(O2)C1C(=O)N(CCCN1CCCCC1)C3C(=O)NC1CCCCC1 (centres undefined),1.5,1.3,-0.3,-1.4,2.0,-2.4,3.3,-8.2,0.1
CCC(=O)N1CCc2cc(S(=O)(=O)CCC(=O)N3CCN(c4ccccc4)CC3)ccc21,2.0,3.3,-0.1,-0.8,3.6,-0.5,0.3,-9.4,-3.7
COc1cc(N)c(Cl)cc1C(=O)OCC(=O)Nc1ccc(N2CCOCC2)cc1,0.6,0.7,0.7,-1.1,0.0,-0.8,-1.4,-4.8,-0.8
Cc1cccc(NC(=S)Nc2cccc(C(F)(F)F)c2)n1,-4.3,·,-0.3,1.7,7.2,-4.5,-1.2,2.5,-0.8
CC(=O)N1CCN(c2ccccc2NC(=O)c2ccc(-c3cccc([N+](=O)[O-])c3)o2)CC1,-0.6,1.6,i,0.5,4.6,-4.4,0.5,11.2,3.9
O=C(Nc1ccc(Cl)cc1)C1(S(=O)(=O)c2ccccc2)CC1,0.4,0.7,i,-0.6,11.4,-0.5,-1.2,2.6,2.4
O=C(COc1ccc2c3c(c(=O)oc2c1)CCC3)NCc1ccccn1,23.6,-0.3,-0.1,24.1,-4.3,-2.6,1.4,18.4,0.3
COCc1nnc(NS(=O)(=O)c2ccc(NC(C)=O)cc2)s1,-4.3,·,i,-1.0,0.6,-1.8,-0.8,2.5,-0.1
CC(C)CC(c1nnnn1CC1CCCO1)N1CCN(c2cccc(Cl)c2)CC1 (centres undefined),-1.9,·,-3.2,-1.7,7.0,-0.2,2.4,0.8,1.5
COc1ccc(NC(=O)CN2C(=O)NC3(CCCC3)C2=O)cc1OC,-6.9,0.5,-0.2,·,-9.5,-2.6,0.0,-2.2,1.0
COc1ccc(C(=O)CN(C(=O)c2ccc(Cl)cc2)N2C(=O)C3CCCCC3C2=O)cc1 (centres undefined),-0.3,·,-1.8,0.1,21.4,-2.1,-0.2,5.3,-0.1
Cc1ccc(C(=O)CSc2nc3ccc(C(=O)NCCN4CCCCC4)cc3c(=O)[nH]2)cc1,-0.5,1.5,-0.4,-0.4,14.8,-2.6,-0.2,0.9,-0.1
CSc1nnc(-c2sc3cc(Cl)ccc3c2Cl)n1C,0.2,·,2.0,-1.1,-1.5,-2.5,6.9,-6.5,-2.5
C=CCSc1nc2ccsc2c(=O)n1-c1ccccc1,5.6,0.7,-0.2,·,-5.7,0.3,-1.4,9.3,-1.0
CN[C@@H](C)C(=O)NC[C@H]1O[C@@H](n2cnc3c(=O)[nH]c(N)nc32)[C@H](O)[C@@H]1O,1.1,2.0,·,-1.2,·,1.5,·,·,·
CCn1c(CC(=O)Nc2ccccc2)nnc1SCC(=O)Nc1ccccc1C(=O)OC,2.7,·,-0.3,0.4,13.8,-1.6,-1.7,5.0,-0.6
CC1(Cc2ccccc2OC(F)(F)F)C(=O)Nc2c(Cl)ccc(Cl)c21 (centres undefined),-0.8,1.3,i,-1.4,39.1,-7.0,·,-15.0,·
Cn1c(SCC(=O)N2CCCCCC2)nnc1-c1ccco1,-3.3,-6.2,-0.2,-4.1,-1.4,-1.5,-0.8,3.9,2.5
O=C(N=C1SC2CS(=O)(=O)CC2N1CCc1ccccc1)C1CC1 (centres undefined),-0.3,1.0,i,-1.1,-5.4,-3.5,-0.5,-3.9,0.9
Cc1ccc(NC(=O)CCC(=O)OCC(=O)c2ccc(Oc3ccc([N+](=O)[O-])cc3)cc2)cc1,-4.6,1.1,i,·,-3.5,-3.6,0.9,1.2,-0.8
OC(c1ccccc1)(c1nc(-c2cc(F)cc(F)c2)cs1)C(F)(F)F (centres undefined),-2.5,2.2,i,-4.0,-18.1,-14.2,·,5.3,·
O=C1CCCC/C1=C/Nc1cccc(C(F)(F)F)c1,-0.6,1.4,-0.4,·,-1.3,-1.2,-1.2,18.7,0.7

# Of the compounds above, these contain a cyano group:
SMILES,Mtb FBA inh,TcdB inh,Vc quorum ag,Mtb BioA inh,Yp Topo-I inh,FadD28 binding,PfHsp40 rescue,GDH-TPI counter,UGM FP inh
N#Cc1ccccc1Cn1c(=O)n(CCC(=O)NCc2ccco2)c(=O)c2ccccc21,0.6,·,-0.4,-1.2,4.0,-0.4,-1.0,3.3,-0.6
CN1CCc2c(C#N)c(N3CCOCC3)nc(NCC3CCCO3)c2C1 (centres undefined),21.8,-0.1,0.5,0.4,-11.4,-0.3,·,17.0,-1.3

# This is a random part of the collection. Share with any hit: about 4.6%.
